ZTA counter: counter-screen for EBNA-1 inhibitors: inhibitors of Epstein-Barr virus ZTA; 320,000 compounds, 0.15% hits; P03206; ZTA-DNA binding, fluorescence polarization; inhibition, % at 11 µM; in the data active = inhibition above about 33%
Target sequence (P03206 whole entry, looked up): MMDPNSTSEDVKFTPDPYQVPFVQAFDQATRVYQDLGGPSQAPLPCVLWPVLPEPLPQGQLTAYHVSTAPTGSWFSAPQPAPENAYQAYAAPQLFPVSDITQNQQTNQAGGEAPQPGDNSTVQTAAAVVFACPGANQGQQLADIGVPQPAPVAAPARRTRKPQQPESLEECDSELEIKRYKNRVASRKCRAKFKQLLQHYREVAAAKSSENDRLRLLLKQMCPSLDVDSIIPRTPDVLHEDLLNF
Efflux pump inh: inhibitors of Candida antifungal efflux pumps expressed in yeast; inhibition, % at 10 µM; 330,000 compounds, 0.44% hits; AID 485275; S. cerevisiae Candida pump triplex, Nile Red efflux;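 active = plate passing quality check with inhibition over a set limit, or well fluorescence over plate mean plus 4 SD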;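 also: Nile Red retained in pooled yeast measured as flow cytometry median fluorescence; 0% = buffer negative control and 100% = Enniatin B positive control; higher means more Nile Red kept so more efflux inhibition; some compounds called inactive have numbers as strong as hits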
EBNA-1 inh: blocks EBNA-1 binding to DNA; 300,000 compounds, 0.34% hits; EBNA-1 DNA binding, fluorescence polarization; inhibition, % at 14.8 µM; in the data active = inhibition above about 28%
Bcl-xL primary: Bcl-xL (human) inhibition. Q07817. inhibition, % at 10.9 µM. 320,000 compounds, 0.7% hits. GST-Bcl-xL / FITC-Bim BH3 peptide fluorescence polarization;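 active = inhibition above the mean of all tested compounds plus 3 SD, cutoff set per campaign, cut at about 30% in these data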;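 also: 0% = DMSO wells and 100% = unlabeled Bim-BH3 peptide competitor; inhibitors lower millipolarization by displacing the labeled peptide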
Fam108B inh: Fam108B inhibition, counter-screen for RBBP9 inhibitors | recombinant Fam108B, FP-Rh probe fluorescence polarization | inhibition, % at 9.51 µM | 300,000 compounds, 0.33% hits;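 active = inhibition above the screen mean inhibition plus 3 SD, computed separately per campaign, cut at about 18% in these data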;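 also: inhibitors lower polarization as less probe binds the enzyme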
GLD-1 TGE inh: GLD-1-TGE RNA interaction inhibition (C. elegans) | purified GLD-1 + fluorescein TGE RNA, fluorescence polarization | 320,000 compounds, 0.44% hits | inhibition, % at 5.96 µM | Q17339;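 active = percent inhibition above a per-plate cutoff, the plate mean of test compounds plus 3 SD, cut at about 30% in these data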;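 also: 0% = DMSO wells with GLD-1 and probe and 100% = wells lacking GLD-1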
MCL1-BIM inh: MCL1-BIM-BH3 interaction inhibition (human); AID 2057; inhibition, % at 10.9 µM; 320,000 compounds, 0.68% hits; GST-MCL1 / FITC-Bim-BH3 fluorescence polarization; Q07820;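 active = inhibition above the mean inhibition of all tested compounds plus 3 SD, set per campaign, cut at about 40% in these data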;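 also: 0% = DMSO wells and 100% = unlabeled Bim-BH3 peptide control; higher means more loss of mP so more displacement of Bim peptide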
Target sequence (Q07820 whole entry, looked up): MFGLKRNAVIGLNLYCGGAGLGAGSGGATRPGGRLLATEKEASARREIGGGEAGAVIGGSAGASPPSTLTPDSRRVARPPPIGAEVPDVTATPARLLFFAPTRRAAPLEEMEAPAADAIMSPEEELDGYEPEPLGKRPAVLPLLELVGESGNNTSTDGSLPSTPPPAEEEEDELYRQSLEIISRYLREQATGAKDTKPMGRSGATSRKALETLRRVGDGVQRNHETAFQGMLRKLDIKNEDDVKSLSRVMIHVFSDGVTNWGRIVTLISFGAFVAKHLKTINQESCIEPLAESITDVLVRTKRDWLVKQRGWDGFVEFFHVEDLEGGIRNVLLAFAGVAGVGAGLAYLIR
Yeast superoxide: caloric restriction mimetics inhibiting age-related superoxide in yeast | S. cerevisiae aged cells, superoxide DHE fluorescence; active compounds read low | superoxide response (% of plate mean), % at 10 µM | 330,000 compounds, 0.18% hits | AID 2690;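 active = superoxide response under a set limit, about three screen SD below normal, cut at about 65% in these data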;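 also: yeast aged for seven days with compound at 30 °C before DHE staining; 100% = average MFI of all compound-treated wells on the plate with controls excluded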
MEX-5 binding: C. elegans MEX-5 TCR-2 RNA binding activity; Q9XUB2; MEX-5/FITC-TCR2 RNA binding, fluorescence polarization; active compounds read low; activity score (negative = inhibition of binding), % at 10 µM; 300,000 compounds, 0.38% hits;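 active = inhibition past about -25% in most replicates, and total fluorescence under double the plate's negative control median, limit read from the data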;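 also: 0% = DMSO and -100% = 5 µM competing unlabeled TCR2 RNA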
Target sequence (Q9XUB2 whole entry, looked up): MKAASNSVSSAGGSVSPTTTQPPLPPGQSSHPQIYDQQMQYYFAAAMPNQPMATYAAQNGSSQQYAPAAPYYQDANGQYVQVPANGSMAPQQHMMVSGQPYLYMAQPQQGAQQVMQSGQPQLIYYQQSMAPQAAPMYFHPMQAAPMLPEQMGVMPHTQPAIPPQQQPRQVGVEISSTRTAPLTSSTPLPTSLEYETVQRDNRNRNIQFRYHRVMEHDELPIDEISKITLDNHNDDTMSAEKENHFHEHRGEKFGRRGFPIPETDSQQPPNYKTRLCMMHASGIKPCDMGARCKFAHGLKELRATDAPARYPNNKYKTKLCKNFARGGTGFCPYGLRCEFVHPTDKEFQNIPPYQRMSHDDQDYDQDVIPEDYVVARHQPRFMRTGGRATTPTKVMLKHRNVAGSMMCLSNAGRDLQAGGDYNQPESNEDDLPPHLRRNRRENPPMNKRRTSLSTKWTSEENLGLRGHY
An asterisk follows results filed as active; · = no result given.

Compound	ZTA counter	Efflux pump inh	EBNA-1 inh	Bcl-xL primary	Fam108B inh	GLD-1 TGE inh	MCL1-BIM inh	Yeast superoxide	MEX-5 binding
O=c1c(CN2CCN(Cc3ccccc3F)C(CCO)C2)coc2ccccc12 (configuration not stated)	-6	-0.1	-6	-2	2	10	0	89	-0.5
CC(C)C(=O)Nc1c(-c2cccc(Cl)c2)c(=O)c2ccccc2n1C	-19	-0.4	-5	-1	1	-1	2	89	0.8
COc1ccc(C2CCCN2C(=S)Nc2cccc(C)c2)cc1OC (configuration not stated)	-10	0.0	-15	-3	-5	-5	11	115	-0.7
Cc1ccccc1-c1nnc(SCc2ccccc2F)o1	19	0.2	-9	-1	-2	0	-1	108	-0.7
O=C(Nc1nn[nH]n1)c1cc(-c2ccc(Cl)c(Cl)c2Cl)nc2ccccc12	-10	-0.2	-2	6	-4	6	9	107	-1.1
Cc1cc(C(=O)OCC(=O)NC(C)(C)C)c2ccccc2n1	14	-0.1	16	-1	2	6	-5	131	1.1
Clc1ccc(N=C2SCC3CCCCN23)cc1 (configuration not stated)	2	-0.1	-3	4	1	2	6	111	-1.0
CCCOC(=O)c1c(N)sc2c1CCC2	-6	-0.1	8	8	3	7	10	92	1.9
COc1cccc(-c2nnc(SCC(=O)N3CC(C)CC(C)C3)o2)c1 (configuration not stated)	17	0.2	-6	0	0	4	-4	97	-2.2
O=C(NCC(c1ccc(F)cc1)N1CCOCC1)c1nn(-c2ccccc2)c(=O)c2ccccc12 (configuration not stated)	-6	0.1	·	-1	·	7	-4	99	·
C/C(=N/NC(=O)Cn1nc2ccccc2n1)c1ccc(F)cc1	-2	0.0	0	1	3	1	5	90	0.7
Cc1ccc(S(=O)(=O)N2CCC(c3nc4c(nnn4Cc4ccccc4)c(=O)[nH]3)CC2)cc1	1	0.8	-5	-11	-2	-4	-16	89	-3.0
O=c1[nH]c(/C=C\c2ccc(O)c(Cl)c2)nc(O)c1[N+](=O)[O-]	-17	0.0	-13	9	-3	-7	-5	110	-0.6
COc1ccc(-n2nc(C(=O)NCC(=O)N3CCN(Cc4ccccc4)CC3)c3ccccc3c2=O)cc1	-11	0.2	-15	6	3	1	0	107	-2.9
CNC(=S)N(Cc1ccco1)Cc1cc2cc(OC)ccc2[nH]c1=O	-10	0.1	-14	5	-1	0	8	99	0.2

An excerpt of these results, with two lines to a compound:
Results follow in this order: ZTA counter, Efflux pump inh, EBNA-1 inh, Bcl-xL primary, Fam108B inh, GLD-1 TGE inh, MCL1-BIM inh, Yeast superoxide, MEX-5 binding
- Clc1ccc(N=C2SCC3CCCCN23)cc1 (configuration not stated)
    2, -0.1, -3, 4, 1, 2, 6, 111, -1.0
- CCCOC(=O)c1c(N)sc2c1CCC2
    -6, -0.1, 8, 8, 3, 7, 10, 92, 1.9
- COc1cccc(-c2nnc(SCC(=O)N3CC(C)CC(C)C3)o2)c1 (configuration not stated)
    17, 0.2, -6, 0, 0, 4, -4, 97, -2.2
- O=C(NCC(c1ccc(F)cc1)N1CCOCC1)c1nn(-c2ccccc2)c(=O)c2ccccc12 (configuration not stated)
    -6, 0.1, ·, -1, ·, 7, -4, 99, ·
- C/C(=N/NC(=O)Cn1nc2ccccc2n1)c1ccc(F)cc1
    -2, 0.0, 0, 1, 3, 1, 5, 90, 0.7
- Cc1ccc(S(=O)(=O)N2CCC(c3nc4c(nnn4Cc4ccccc4)c(=O)[nH]3)CC2)cc1
    1, 0.8, -5, -11, -2, -4, -16, 89, -3.0
- O=c1[nH]c(/C=C\c2ccc(O)c(Cl)c2)nc(O)c1[N+](=O)[O-]
    -17, 0.0, -13, 9, -3, -7, -5, 110, -0.6
- COc1ccc(-n2nc(C(=O)NCC(=O)N3CCN(Cc4ccccc4)CC3)c3ccccc3c2=O)cc1
    -11, 0.2, -15, 6, 3, 1, 0, 107, -2.9
- CNC(=S)N(Cc1ccco1)Cc1cc2cc(OC)ccc2[nH]c1=O
    -10, 0.1, -14, 5, -1, 0, 8, 99, 0.2

Other records:
Compound	ZTA counter	Efflux pump inh	EBNA-1 inh	Bcl-xL primary	Fam108B inh	GLD-1 TGE inh	MCL1-BIM inh	Yeast superoxide	MEX-5 binding
COCCn1c(SCC(=O)N2CCCc3ccccc32)nc2c(c1=O)SC(C)C2 (configuration not stated)	12	-0.1	7	5	0	0	-3	103	0.8
CN(C)c1nc(-c2ccccc2)c2cnn(Cc3ccccc3)c2n1	22	-0.2	13	8	-6	9	11	114	0.1
COCCCNC(=O)C1Cc2cc(S(=O)(=O)N3CCCC3)ccc2N1C(C)=O (configuration not stated)	14	-0.2	-1	7	1	7	2	90	1.9
NNC(=S)NC1CCCCCCCCCCC1	-10	-0.1	0	6	-3	5	4	84	1.1
CCOC(=O)N1CCN(Cc2nc3cc(NC(=O)C(C)C)ccc3n2C)CC1	0	0.8	10	2	1	5	3	107	-1.9
Cc1cc(=O)[nH]c(SCC(=O)Nc2cccc3ccccc23)c1C#N	-2	0.0	-11	1	3	1	-5	90	1.6
N#C/C(=N\Nc1ccc(S(=O)(=O)N2CCCCC2)cc1)C(N)=S	-2	0.0	4	15	7	-5	9	99	1.6
Cc1c(C(=O)Nc2ccc(S(=O)(=O)N3CCOCC3)cc2)cccc1[N+](=O)[O-]	-22	0.0	-7	5	2	1	10	122	0.9
CSc1ccc(/C=N/NC(=O)c2ccc(-n3cnnn3)cc2)cc1	-8	0.0	·	1	·	1	0	91	·
O=S(=O)(Cc1ccccc1)N1CCC(c2nc(-c3cccs3)no2)CC1	-2	-0.1	13	8	5	4	3	73	-1.6
COc1cc(Cl)ccc1NC(=O)COc1ccccc1C(=O)N1CCN(c2ccc(O)cc2)CC1	-4	0.1	0	15	0	-3	4	97	0.1
CC1CC1C(=O)OCC(=O)N(C)c1c(N)n(Cc2ccccc2)c(=O)[nH]c1=O (configuration not stated)	-3	0.1	-9	4	2	2	1	107	-2.5
CN(CC(=O)Nc1c(Cl)cccc1Cl)C(=O)c1cccn1C	5	0.0	4	3	1	5	-3	93	0.7
Cn1c(SCC(=O)N/N=C/c2ccc(O)c(O)c2)nc2ccccc21	21	-0.1	9	12	-2	7	26	94	-7.2
Nc1ccc(CN2CCOCC2)cc1	-3	-0.1	-5	0	-5	-1	-1	82	-0.8

Compound	ZTA counter	Efflux pump inh	EBNA-1 inh	Bcl-xL primary	Fam108B inh	GLD-1 TGE inh	MCL1-BIM inh	Yeast superoxide	MEX-5 binding
Fc1ccc(C2=Nn3c(Cc4ccccc4F)nnc3SC2)cc1	4	0.1	1	7	-3	5	5	102	-1.1
O=C(NCCCN1CCc2ccccc2C1)Nc1ccc(Br)cc1	11	0.0	-3	7	0	-5	5	95	1.7
Cc1ccc(S(=O)(=O)c2nnn3c2nc(NCCCN2CCCC2=O)c2ccccc23)cc1C	13	-0.2	11	3	2	-1	-8	86	-1.2
Cc1ccc(C)c2[nH]c(=O)c(CN(CCN3CCCC3)C(=O)Nc3ccc(F)cc3)cc12	9	0.0	7	6	-4	-5	2	114	0.9
NC(=O)c1ccc(NC(=O)Cn2c(=O)n(-c3ccccc3)c(=O)c3oc4ccccc4c32)cc1	2	0.0	-22	-1	-1	-5	3	94	-3.7
Cc1noc(C)c1CSCC(=O)N1CCN(c2ccc(F)cc2)CC1	-17	-0.1	6	1	3	4	5	98	0.9
O=C(NC1=NCCS1)c1sc2ccccc2c1Cl	-1	0.0	8	-1	-3	4	2	90	3.0
CN1CCN(S(=O)(=O)c2cccc(C(=O)N(c3ccccn3)C3CCCCC3)c2)CC1	8	0.0	4	3	0	3	0	109	-0.6
NC(=O)CC(NC(=O)c1ccccc1)c1ccc(N2CCN(c3ccccc3)CC2)c([N+](=O)[O-])c1 (configuration not stated)	1	-0.2	5	7	2	-6	2	84	-1.3
C=CCN(CC(=O)c1sc(C(=O)OCC)nc1C)c1cccc(Br)c1	2	0.0	4	7	-5	4	-6	92	2.4
COC(=O)c1ccc(C(C2C(=O)CC(C)(C)CC2=O)C2C(=O)CC(C)(C)CC2=O)cc1	-4	0.0	7	0	0	4	-2	99	0.0
C/C(CC(=O)NCc1ccco1)=N\NC(=O)Cc1ccccc1	20	0.1	-5	0	6	3	0	97	2.0
COc1cc(OC)cc(C(=O)NCCCn2ccnc2)c1	5	0.3	8	-3	-2	4	-3	110	-1.7
CC(C)CC(=O)O/N=C1\C(=O)N(Cc2ccc(Cl)cc2)c2ccc([N+](=O)[O-])cc21	-9	0.2	-8	4	43*	-2	0	104	0.1
O=C(Nc1ccc(F)cc1)C1CCN(S(=O)(=O)c2cccs2)CC1	-4	0.0	1	1	-1	4	-6	106	-1.0

Compound	ZTA counter	Efflux pump inh	EBNA-1 inh	Bcl-xL primary	Fam108B inh	GLD-1 TGE inh	MCL1-BIM inh	Yeast superoxide	MEX-5 binding
COC(=O)c1sc(N2C(=O)C(O)=C(C(=O)c3ccc(C)o3)C2c2cc(OC)ccc2OC)nc1C (configuration not stated)	6	-0.4	3	-6	4	-14	-13	93	1.8
Cc1cc(C)n(S(=O)(=O)/C=C/c2ccccc2)n1	9	0.0	5	-2	0	1	9	98	0.5
CCn1c(COc2ccccc2C)nnc1SCC(=O)NCc1ccccc1	1	0.1	6	3	2	2	2	97	-0.4
CN(CCO)S(=O)(=O)c1ccc2c(c1)C(=NN)c1cc(S(=O)(=O)N(C)CCO)ccc1-2	-2	-0.1	2	3	2	-5	0	65*	1.4
Cc1c(C(=O)OCC(=O)Nc2c(C)n(C)n(-c3ccccc3)c2=O)oc2ccccc12	4	0.1	-5	1	1	1	-11	108	-1.1
CCc1ccc(NC(=S)N(CCN2CCOCC2)Cc2ccccc2F)cc1	-15	0.2	-10	8	-1	4	12	100	1.2
CCC(C)Sc1nc2c([nH]c3ccccc32)c(=O)n1C (configuration not stated)	9	-0.3	-3	9	-1	-3	3	106	2.2
Cc1cc(C)c2c(SC(C)C)nc(N)nc2n1	-4	0.0	-7	24	-3	-6	16	89	2.0
CC(=O)NC(=S)Nc1sc2c(c1C(N)=O)CCC(C)C2 (configuration not stated)	-5	0.2	-1	5	1	-15	17	112	0.3
C=C1CCC(OC(C)=O)C2(C)CCC3C(C)C(=O)OC3C12O (configuration not stated)	0	0.0	3	3	-4	3	4	98	1.5
CC(=O)Nc1ccc(S(=O)(=O)C(C#N)c2nc3ccccc3nc2NCCN2CCOCC2)cc1 (configuration not stated)	-3	0.2	4	-3	0	1	-12	96	0.1
CC(=O)Oc1ccc(N(C(C)=O)S(=O)(=O)c2cccs2)c2ccccc12	1	0.1	17	8	-2	8	14	114	-1.0
Cc1cccc2c(C(=O)Nn3cnnc3)cc(-c3ccccc3Cl)nc12	12	-0.1	9	0	0	-4	7	108	-1.4
COc1ccc(S(=O)(=O)N2CCCOC2CNC(=O)C(=O)NCc2ccncc2)cc1 (configuration not stated)	3	0.2	1	-1	-2	3	2	100	-1.2
Cc1cc(C)nc(NS(=O)(=O)c2ccc(NC(=O)C3CC(=O)N(c4ccccc4)C3)cc2)n1 (configuration not stated)	13	0.0	7	6	-1	-3	3	93	-0.9
O=C(Nc1ccccc1SCC1CSc2nc3ccccc3c(=O)n21)c1ccccc1Cl (configuration not stated)	-13	-0.1	4	1	6	-2	-3	91	-0.2

Screening results (PubChem BioAssay)
